PLK1 PBD block = qHTS for Inhibitors of PLK1-PDB (polo-like kinase 1 - polo-box domain): Primary Screen | Serine/threonine-protein kinase PLK1 (Homo sapiens), P53350 | Plk1 PBD binding of FITC phosphopeptide, fluorescence polarization | Potency, µM, without a hit: max response, negative = inhibition, usual class: inhibitors | actives 2.8% (n = 360,000) | AID 720504, 2013; also: potency is read from the fitted curve at half-maximal effect; series mostly up to about 57 µM; % is scaled to controls: 0 for no effect and ±100 for the full control effect; nearly all actives have a fitted effect of over 65% in size
IL2 activator = qHTS of IL-2 Activators. IL-2 activation reporter assay, cell-based qHTS; stimulated with anti-CD3/CD4/CD28 beads; in transgenic mouse T cells. activation, % (series mostly up to about 46 µM). actives 0.065% (n = 360,000). AID 652025, 2013; in the data active = activation above about 50%; inconclusive = mostly about 30% to 49%; also: 0% is about no effect
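Readout is EGFP and DsRed signal by fluorescent plate cytometry after 18 h at 37 degrees C. Transgenic mouse T cells (750/well) received compound for 60 min before bead stimulation (anti-CD3, anti-CD4, anti-CD28); memory T cells served as non-tolerant control.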
PI5P4Ka inh = qHTS for Inhibitors of phosphatidylinositol 5-phosphate 4-kinase (PI5P4K); actives 1.2% (n = 330,000); max response, %; Phosphatidylinositol 5-phosphate 4-kinase type-2 alpha (Homo sapiens), P48426; PI5P4Kalpha enzyme, ADP-Glo luminescence, 60 min; hits give low values; active = max response of -50% or lower; inconclusive = between -30% and -50%; inactive = -30% or higher; also: value at the top dose of about 77 µM; % is scaled to controls: 0 for no effect and ±100 for the full control effect
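ADP-Glo luminescence end-point after a 60 min room-temperature kinase reaction. PI5P4Kalpha and substrate in HEPES pH 7.4 buffer with EGTA, 0.1% CHAPS and 5% DMSO; ATP at 5 microM final.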
EPAC1 antagonist = qHTS for Antagonist of cAMP-regulated guanine nucleotide exchange factor 3 (EPAC1): primary screen; EPAC1 GEF assay, Rap1b-BODIPY-GDP exchange fluorescence; Rap guanine nucleotide exchange factor 3 (Homo sapiens), O95398; AID 720709, 2013; Potency, µM (highest dose often 115 µM), for inactives: top-dose activity change, negative = inhibition, most hits filed as inhibitors; actives 0.14% (n = 360,000);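 also: potency is read from the fitted curve at half-maximal effect; plate controls were vehicle for no effect and positive control for full effect; nearly all actives have a fitted effect of over 50% in size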
EPAC1 ag = qHTS for Agonist of cAMP-regulated guanine nucleotide exchange factor 3 (EPAC1): primary screen; EPAC1 agonist qHTS, biochemical assay; response scale: 100% = response to 6.5 mM cAMP; Potency, µM (top dose mostly 154 µM), for the others: top-dose activation, most hits filed as activators; actives 0.073% (n = 360,000); AID 720707, 2013; also: potency is read from the fitted curve at half-maximal effect; nearly all actives have a fitted effect of over 60% in size
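EPAC1 100 nM, Rap1B–BODIPY-GDP 250 nM, unlabeled GDP 50 uM; compound titration; 5 min RT; kinetic read ex480/em540 at 5-min intervals ×30 min; data normalized to 6.5 mM cAMP agonist control.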
FUS suppressor = qHTS for Suppressors of FUS Proteinopathy: Primary screen using FUS-linked yeast assay; S. cerevisiae FUS-expressing, growth rescue, OD600, 24 h; Potency, µM (highest dose often 76.6 µM), for inactives: at the highest dose growth rescue (activation), actives largely listed as activators; actives 0.24% (n = 390,000);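 also: potency is read from the fitted curve at half-maximal effect; plate controls were DMSO vehicle for no effect and reference control for full effect; nearly all actives have a fitted effect of over 55% in size; some results filed as inactive show a strong effect at the top dose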
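S. cerevisiae expressing FUS from galactose induction served as the toxicity model. Growth after 24hr at 30C, read as absorbance at 600 nm, indicates suppression of toxicity; compounds dosed at several concentrations.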
aSyn yeast inh = qHTS of alpha-syn Inhibitors; Potency, µM (titrated, usually from 46.1 µM), inactives show at the highest dose growth rescue (activation), most hits filed as activators; AID 652106, 2013; Yeast expressing alpha-synuclein, growth rescue, BacTiter-Glo, 24 h; actives 0.14% (n = 370,000); also: potency is read from the fitted curve at half-maximal effect; % of control where 0% means no effect; nearly all actives have a fitted effect of over 65% in size
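Screening used galactose-induced yeast with toxic alpha-synuclein levels, exposed to compound for 24 hr at 30 deg C. Cell growth, read with BacTiter-Glo luminescence, gave the measured signal.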
WRN inhibitor = qHTS for Inhibitors of WRN Helicase | Potency, µM (doses to about 114 µM), without a hit: top-dose activity change, negative = inhibition, usual class: inhibitors | actives 0.46% (n = 360,000) | WRN helicase unwinding, fluorescent forked duplex, kinetic | Bifunctional 3'-5' exonuclease/ATP-dependent helicase WRN (Homo sapiens), Q14191 | AID 651768, 2012; also: potency is read from the fitted curve at half-maximal effect; % is scaled to controls: 0 for no effect and ±100 for the full control effect; nearly all actives have a fitted effect of over 55% in size
Target sequence (Q14191 whole entry, looked up): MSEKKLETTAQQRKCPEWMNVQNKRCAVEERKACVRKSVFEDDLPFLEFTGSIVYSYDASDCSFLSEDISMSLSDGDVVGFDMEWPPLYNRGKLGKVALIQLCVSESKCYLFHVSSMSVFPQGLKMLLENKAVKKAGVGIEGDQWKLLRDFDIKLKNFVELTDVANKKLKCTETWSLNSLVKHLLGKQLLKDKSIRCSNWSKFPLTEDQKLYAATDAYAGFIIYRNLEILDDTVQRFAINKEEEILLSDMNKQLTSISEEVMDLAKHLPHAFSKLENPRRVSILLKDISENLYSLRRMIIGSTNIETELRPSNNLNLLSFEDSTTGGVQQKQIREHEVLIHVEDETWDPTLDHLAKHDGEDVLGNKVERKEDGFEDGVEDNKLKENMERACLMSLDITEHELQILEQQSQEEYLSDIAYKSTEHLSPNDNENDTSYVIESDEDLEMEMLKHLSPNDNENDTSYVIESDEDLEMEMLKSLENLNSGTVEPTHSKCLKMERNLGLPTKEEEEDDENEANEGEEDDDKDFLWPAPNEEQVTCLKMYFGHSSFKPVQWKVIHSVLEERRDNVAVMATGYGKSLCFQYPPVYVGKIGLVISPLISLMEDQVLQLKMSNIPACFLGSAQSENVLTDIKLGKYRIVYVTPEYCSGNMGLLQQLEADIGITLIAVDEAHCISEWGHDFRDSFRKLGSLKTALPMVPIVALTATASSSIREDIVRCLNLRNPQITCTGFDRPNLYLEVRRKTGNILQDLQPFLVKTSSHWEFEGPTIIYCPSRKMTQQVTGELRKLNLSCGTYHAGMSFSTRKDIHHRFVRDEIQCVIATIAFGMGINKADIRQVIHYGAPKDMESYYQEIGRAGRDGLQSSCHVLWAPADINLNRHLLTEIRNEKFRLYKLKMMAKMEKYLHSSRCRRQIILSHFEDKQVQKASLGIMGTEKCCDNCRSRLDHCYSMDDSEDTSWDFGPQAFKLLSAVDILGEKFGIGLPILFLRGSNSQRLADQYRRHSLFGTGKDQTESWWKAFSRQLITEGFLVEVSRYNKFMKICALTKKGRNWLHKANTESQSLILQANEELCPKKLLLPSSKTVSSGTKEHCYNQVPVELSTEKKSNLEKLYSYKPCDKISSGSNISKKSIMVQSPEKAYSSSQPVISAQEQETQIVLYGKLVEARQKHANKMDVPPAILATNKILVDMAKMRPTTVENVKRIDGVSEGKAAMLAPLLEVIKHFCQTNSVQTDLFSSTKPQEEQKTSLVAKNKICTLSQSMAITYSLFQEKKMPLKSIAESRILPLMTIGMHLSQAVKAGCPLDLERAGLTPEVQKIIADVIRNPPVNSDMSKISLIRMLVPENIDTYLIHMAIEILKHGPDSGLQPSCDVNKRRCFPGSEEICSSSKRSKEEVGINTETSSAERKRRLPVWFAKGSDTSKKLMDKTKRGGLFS
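WRN at 20 nM final preincubated with compound 15 min at room temperature; reaction started with 100 nM fluorophore/quencher forked duplex oligonucleotide and 2 mM ATP final. Unwinding followed kinetically by red fluorescence (ex 525, em 598 nm).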
Abeta rescue = qHTS for compounds that reverse cellular toxicity of Amyloid beta (A-beta) peptide in yeast: Primary Screen. Potency, µM (series often up to 46.1 µM), without a hit: top-dose growth rescue, usual class: activators. yeast expressing A-beta42, growth rescue, OD600, 48 h; response scale: 0% DMSO, 100% iron-clioquinol control. actives 0.063% (n = 410,000); also: potency is read from the fitted curve at half-maximal effect; nearly all actives have a fitted effect of over 55% in size
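Growth rescue measured by 600 nm absorbance after 48 h yeast culture at 30 C with compound. Values normalized between DMSO and an equimolar ferric chloride plus clioquinol control.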
An asterisk follows results filed as active; ? = inconclusive; / = no result given; [ ] = remark or other dose. Unless noted, calls follow the shape of the dose curve; as a rule, active = well fitted curve in the direction sought with a large enough effect; inconclusive = small, poorly fitted or top-dose-only effect, or another doubt; inactive = no such curve, though single readings can be large; an effect the other way counts as inactive or inconclusive. Outcome played no part in choosing rows, and some 4.1% of all compounds hit somewhere here.

SMILES | PLK1 PBD block | IL2 activator | PI5P4Ka inh | EPAC1 antagonist | EPAC1 ag | FUS suppressor | aSyn yeast inh | WRN inhibitor | Abeta rescue
CC(C)CC(C(=O)Nc1ccc2c(c1)OCCO2)N1C(=O)c2ccccc2C1=O (stereo not given) | -6% | 18 | -4 | -13% | 3% | -35% | -2% | -17% | 5%[9.22 µM]
O=C(C[C@@H]1C/C=C\C[C@@H](Cc2ccc(F)cc2)C(=O)OCCNC1=O)N[C@H](CO)Cc1ccccc1 | -3% | -0.5 | 0 | 13% | -22% | -15% | -1% | 1% | -13%
CCn1c(SCC(=O)N2CCCC2)nnc1-c1ccc(N)cc1 | -27% | -0.5 | 4 | -5% | -9% | 16% | 0% | 6% | 8%
CCC1(C)NC(=O)N(CC(=O)N2CCC(Cc3ccccc3)CC2)C1=O (stereo not given) | 1% | -0.2 | -8 | -1% | -1% | 1% | -2% | 2% | -1%
Cc1ccc(C(C(=O)NC2CCCCC2)N(Cc2ccccc2)C(=O)Cc2c[nH]c3ccccc23)o1 (stereo not given) | -1% | -0.9 | 8 | ? | -8% | / | 3% | -23% | 34%
CCOC(=O)c1cnc(SC)nc1Nc1cccc2ccccc12 | -3% | 2.7 | / | 6% | 3% | 33% | -9% | -4% | 1%
CCc1ccc(NC(=O)CSc2nc(=O)n3cc(C)ccc3n2)cc1 | -8% | -1.4 | 9 | -8% | 0% | 13% | -2% | -5% | 4%
C[C@@H](CO)NC(=O)c1[nH]cnc1C(=O)Nc1ccc(CNC(=O)OC(C)(C)C)cc1 | -8% | -3.7 | -9 | -1% | -6% | 1% | -3% | -3% | -3%
CCOC(=O)C1=C(c2ccccc2)NC(=S)NC1c1ccc(Cl)cc1 (stereo not given) | -15% | -2.6 | 2 | -14% | 7% | 36% | 1% | -1% | ?
CCn1c(SCC(=O)N2CCCC2=O)nnc1-c1cccs1 | -6% | 0.2 | -1 | -2% | 13% | -10% | 0% | 1% | 13%
Cc1cc(-c2n[nH]c(=S)n2Cc2ccccc2)cs1 | -9% | -1.5 | -12 | -17% | -7% | / | 3% | 2% | 2%
CC(NCc1ccncc1)C12CC3CC(CC(C3)C1)C2 (stereo not given) | -14% | 0.1 | -10 | -2% | 11% | 13% | -1% | 7% | -5%
CCN1C[C@@H]2[C@@H]3C(=O)N(C)C(=O)[C@@H]3[C@](CC)(C1=O)N2C(=O)c1ccc(C(F)(F)F)cc1 | -5% | 0.0 | 1 | 5% | 1% | 0% | -1% | 3% | -15%
Clc1ccc(NCn2cncn2)nc1 | 2% | 0.3 | 0 | -10% | 2% | -31% | 0% | -8% | 13%
Cc1cc2[nH]c3ccccc3c2cn1 | -1% | 0.6 | 3 | 4% | 1% | -7% | 3% | 1% | 7%
COc1cc(C(C)=O)ccc1OCC(=O)Nc1ccccc1N1CCCC1 | 4% | -0.8 | 16 | -2% | 5% | 26% | 3% | -11% | 9%
C/C(=N\O)c1noc(C)c1C(=O)Nc1nccs1 | -2% | -5.2 | -3 | -13% | -17% | 4% | 22% | -2% | 0%
COc1cccc(N2CCN(CC(=O)NC(C)c3ccccc3)CC2)c1 (stereo not given) | -7% | -3.1 | 1 | -5% | 5% | -6% | -7% | 2% | 6%
CCOc1ccc(OCc2ccc(C(=O)NCc3ccncc3)o2)cc1 | -2% | -2.8 | / | 3% | -2% | -2% | -2% | 1% | 7%
CC1(C(=O)NCCC(F)(F)F)Cc2c(-c3ccccc3)ccnc2O1 (stereo not given) | -10% | -0.2 | -2 | -2% | -18% | -12% | -2% | 2% | 9%
O=C(NN=Cc1ccc2c(c1)OCO2)NN=Cc1ccc2c(c1)OCO2 | -3% | -0.4 | -6 | -5% | 1% | -17% | 0% | -6% | -5%
CN(C)c1ccc(-c2ccnc3c2CC(C)(C(=O)Nc2ccc(F)c(Cl)c2)O3)cc1 (stereo not given) | -3% | 0.3 | 9 | 2% | -17% | 17% | -9% | -2% | -21%
COCc1c(C(=O)OCC(=O)NCCc2ccc(S(N)(=O)=O)cc2)oc2ccccc12 | -11% | 0.7 | 2 | -11% | 2% | 2% | -2% | 2% | -3%
O=C(Nc1ccc(Cl)cc1)OCc1cncs1 | -9% | -0.1 | 6 | -5% | -7% | -3% | 0% | -8% | 16%
COc1ccccc1Oc1ncnc2c1oc1ccccc12 | -15% | 0.1 | -10 | -19% | 16% | 15% | -8% | 9% | -5%
CCN(c1ccccc1)S(=O)(=O)c1cc(C(=O)Nc2ccc(F)c(F)c2)ccc1F | -2% | 0.6 | 1 | -10% | 20% | 8% | -1% | ? | 18%
COc1ccc(/C=N/NC(=O)c2ccc(NC(=O)c3cccc([N+](=O)[O-])c3)cc2)c(C(=O)O)c1OC | -26% | -0.9 | ? | ? | 11% | ? | 0% | -6%[11.6 µM] | -4%
O=C(C[C@H]1C/C=C\C[C@H](NC(=O)OCC2c3ccccc3-c3ccccc32)C(=O)OC[C@@H]2CCCN2C1=O)N[C@H](CO)Cc1ccccc1 | -4% | 0.2 | -16 | -16% | -6% | ? | -2% | 3% | -12%
CCC/C(O)=C1\C(=O)CC(c2ccccc2)CC1=NCCc1c(C)[nH]c2ccccc12 (stereo not given) | 1% | -2.6 | -1 | 7% | 1% | 3% | 5% | 1% | -24%
CCOC(=O)c1ccc(COC(=O)c2nonc2N)cc1 | -24% | -1.8 | -1 | -6% | 3% | 7% | 3% | 0% | 22%
Cc1cc(C(=O)CSc2nnnn2C)c(C)n1-c1ccc2c(c1)OCCO2 | -2% | -1.0 | / | 0% | 1% | ? | 2% | 0% | -42%[inhibitor]
CC(C)(C)C(=O)COC(=O)CNC(=O)c1ccc(Oc2ccccc2)cc1 | 1% | 0.6 | 0 | -21% | 15% | 13% | 1% | -1% | 28%
CC1CCC(NC(=O)C2CC(=O)N(c3ccc(Cl)cc3)C2)CC1 (stereo not given) | 5% | 3.7 | 3 | 21% | 4% | 8% | 2% | 9% | 5%
COC(=O)[C@@H]1C[C@@H](c2ccccc2)[C@H](C)C1(C)C | -7% | -1.9 | 7 | 11% | 2% | -5% | -9% | 0% | -1%
Cc1ccc(C)c(S(=O)(=O)N2CCN(C(=O)c3ccc(-n4cncn4)c([N+](=O)[O-])c3)CC2)c1 | 3% | -4.1 | 3 | -5% | 2% | 27% | 4% | 3% | -3%
COc1ccccc1NC(=S)NCC1CCCCC1 | 6µM* | -0.5 | -12 | -8% | -9% | -2% | -4% | 9% | 6%
O=C(O)CC/C(=N/NC(=O)CNC(=O)C(c1ccccc1)c1ccccc1)c1ccccc1 | -8% | -0.8 | -2 | 13% | -11% | 14% | -4% | 3% | 0%
CC(=O)OCC[n+]1c(C)n(-c2ccccc2)c2ccc(Cl)cc21 | 0% | 0.3 | 2 | 3% | 2% | -3% | 0% | 0% | -14%
O=C(NCC1CCCO1)C1CCCN(S(=O)(=O)c2ccc(F)cc2)C1 (stereo not given) | -13% | 0.7 | 2 | -22% | -15% | 4% | 14% | -27% | 3%
COc1ccccc1NC(=S)N1CCN(c2ccccc2F)CC1 | -3% | 0.3 | 5 | 0% | 6% | 19% | 4% | 10% | 10%
CCOc1cc(/C=C/c2cccc[n+]2C)ccc1O | 7% | 1.4 | -7 | -18% | 10% | -13% | -3% | -1% | -9%
O=C(NC(=O)c1c(F)cccc1F)Nc1cccc(Oc2ncc(Cl)cn2)c1 | 0% | 0.2 | 3 | 4% | -6% | / | 1% | 4% | -1%
CC(=O)c1cccc(NC(=O)c2c(F)c(F)c(F)c(F)c2F)c1 | -13% | -0.6 | 5 | 1% | -6% | 25% | -6% | -8% | ?
CCC(C)(C)NC(=O)C(c1cccn1C)N(Cc1ccc(OC)cc1)C(=O)Cn1nnc2ccccc21 (stereo not given) | -20% | -4.0 | 1 | 2% | -19% | 27% | 5% | 4%[57.1 µM] | 1%
Cc1cc(C)cc(NC(=S)Nc2cccc3ccccc23)c1 | -9% | -1.9 | 0 | -3% | 3% | 3% | 9% | 10% | ?
CCOC(=O)c1c(S(=O)(=O)N2CCN(c3ccc(F)cc3)CC2)c(C)n(C)c1C | 1% | -3.3 | 0 | 1% | -16% | 15% | 2% | 9% | -2%
CCOc1ccc(CN(C)CC(=O)c2c(N)n(Cc3ccccc3)c(=O)n(CC)c2=O)cc1OC | -2% | 1.8 | 0 | 7% | -6% | -2% | 0% | -14% | 12%
COc1ccc(S(=O)(=O)NCC(=O)N(CC(=O)NC(C)(C)C)Cc2cccs2)cc1 | 8% | 0.6 | 5 | -1% | -6% | -5% | -1% | -2% | -4%
Cc1c(NC(=O)CC2CC(C)OC2=O)c(=O)n(-c2ccccc2)n1C (stereo not given) | -1% | 0.9 | 7 | 2% | 0% | 24% | -11% | -1% | 7%
O=S(=O)(c1cccc(C(F)(F)F)c1)N1CCN(C(=S)NCc2ccco2)CC1 | -16% | -2.2 | 5 | -27% | -17% | 5% | 3% | -8% | 8%

Single entries from the results shown.
Entry of COC(=O)[C@@H]1C[C@@H](c2ccccc2)[C@H](C)C1(C)C in FUS suppressor: -5%
Entry of Clc1ccc(NCn2cncn2)nc1 in EPAC1 antagonist: -10%

Assay outcomes (PubChem)
